GLS inhibitor: glutaminase GLS (human) inhibition; Potency, µM (titrated, usually from 45.5 µM), without a hit: top-dose activity change, negative = inhibition, usual class: inhibitors; AID 624170; GLS enzymatic activity, qHTS titration; hit rate 0.21% among 410,000; also: potency is read from the fitted curve at half-maximal effect; % is scaled to controls: 0 for no effect and ±100 for the full control effect
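hKGA; 45 mM KH2PO4 pH 8.2 + 0.02% Tween-20; cpd via pin tool; 1 mM Gln soln; GluOx/HRP/Amplex Red; RT 30 min; fluor. t0 & final.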
PGK inhibitor: inhibitors of T. brucei phosphoglycerate kinase | PGK/GAPDH coupled, Kinase-Glo luminescence, 60 min | P07378 | Potency, µM (top dose mostly 57.5 µM), without a hit: at the highest dose activity change, negative = inhibition, hits mostly inhibitors | hit rate 0.043% among 380,000 | AID 602233; also: potency is read from the fitted curve at half-maximal effect; % is scaled to controls: 0 for no effect and ±100 for the full control effect; nearly all actives have a fitted effect of over 60% in size
Target sequence (P07378 whole entry, looked up): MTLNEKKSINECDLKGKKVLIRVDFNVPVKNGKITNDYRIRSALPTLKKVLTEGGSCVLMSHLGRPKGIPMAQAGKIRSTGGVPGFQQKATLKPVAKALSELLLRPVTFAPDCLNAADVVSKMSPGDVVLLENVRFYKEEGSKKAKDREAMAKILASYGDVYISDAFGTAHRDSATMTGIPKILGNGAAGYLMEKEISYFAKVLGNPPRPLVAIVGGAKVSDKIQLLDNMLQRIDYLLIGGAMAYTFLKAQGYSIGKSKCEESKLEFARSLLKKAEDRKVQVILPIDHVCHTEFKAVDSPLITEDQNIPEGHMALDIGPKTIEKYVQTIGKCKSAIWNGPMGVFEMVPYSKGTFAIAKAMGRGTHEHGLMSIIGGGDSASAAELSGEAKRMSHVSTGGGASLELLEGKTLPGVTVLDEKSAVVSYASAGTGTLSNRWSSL
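Luminescent ATP detection (Kinase-Glo Plus) follows a 60-minute room-temperature incubation, with wells lacking PGK as controls. Buffer: 100 mM TEA (pH 7.6), 5 mM MgCl2, 0.01% Tween-20. Coupling enzyme GAPDH (100 nM final) supplies unstable 1,3-BPG in-well.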
TrxR1 substrate: rat thioredoxin reductase 1 substrate activity; O89049; purified TrxR1 substrate turnover, NADPH consumption readout; Potency, µM (titrated, usually from 114 µM), inactives show at the highest dose activity change, negative = substrate turnover; hit rate 0.01% among 390,000; AID 588456; also: potency is read from the fitted curve at half-maximal effect; % is scaled to controls: 0 for no effect and ±100 for the full control effect; nearly all actives have a fitted effect of over 50% in size
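Rat TrxR1, dispensed at 90 nM, was prereduced with 400 uM NADPH (final) for 5 min at ~22 deg C, then incubated with compound 15 min before 400 uM selenite. A first-read NADPH fluorescence drop versus no-compound background flagged substrates.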
HP1b binding inh: blocks HP1-beta chromodomain binding to methylated histone tails. P83916. AlphaScreen HP1-beta / biotin-H3K9me3 peptide binding. Potency, µM (titrated, usually from 114 µM), for the others: top-dose activity change, negative = inhibition, actives largely listed as inhibitors. hit rate 0.56% among 390,000. AID 540317; also: potency is read from the fitted curve at half-maximal effect; nearly all actives have a fitted effect of over 70% in size; inactives centre near 23
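HP1-beta protein (50 nM final) preincubated 30 min at room temperature with biotinylated H3(1-18)K9me3 peptide (50 nM) in PBS pH 7.4, 0.01% Tween-20, then compound added for 30 min. AlphaScreen streptavidin donor/nickel chelate acceptor beads (10 ug/mL final), 30 min dark, luminescence read.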
USP1-UAF1 inh: USP1/UAF1 (human) deubiquitinase inhibition | hit rate 0.23% among 390,000 | Potency, µM (series often up to 57.1 µM), without a hit: at the top dose activity change, negative = inhibition, actives largely listed as inhibitors | recombinant USP1/UAF1, Ub-Rhodamine cleavage fluorescence | O94782; also: potency is read from the fitted curve at half-maximal effect; % is scaled to controls: 0 for no effect and ±100 for the full control effect; nearly all actives have a fitted effect of over 60% in size; inactives centre near -12
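Step one: compound is pinned into 1nM USP1/UAF1 in HEPES pH 7.8 buffer with TCEP. Step two: 15 min room-temperature incubation. Step three: Ub-Rho (150nM final) starts cleavage, tracked by fluorescence over six one-minute reads.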
mIDH1 inhibitor: human IDH1 R132H inhibition. Potency, µM (highest dose often 76.6 µM), for inactives: at the top dose activity change, negative = inhibition, hits mostly inhibitors. hit rate 0.093% among 390,000. AID 602179. IDH1-R132H enzyme, NADPH consumption, diaphorase/resazurin fluorescence; also: potency is read from the fitted curve at half-maximal effect; % is scaled to controls: 0 for no effect and ±100 for the full control effect; nearly all actives have a fitted effect of over 65% in size
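IDH1-R132H (0.5 ug/mL) preincubated 30 min with compound, then NADPH (0.016 mM) and alpha-KG (2 mM) added; 80 min at RT, pH 7.5. Remaining NADPH coupled via diaphorase/resazurin to fluorescence (540/590 nm); concentration-response curves normalized to no-enzyme control.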
TrxR1 inh: rat TrxR1 inhibition. recombinant rTrxR1, NADPH fluorescence consumption, selenite substrate. Potency, µM (highest dose often 114 µM), without a hit: at the highest dose activity change, negative = inhibition, actives largely listed as inhibitors. O89049. AID 588453. hit rate 1% among 390,000; also: potency is read from the fitted curve at half-maximal effect; % is scaled to controls: 0 for no effect and ±100 for the full control effect; nearly all actives have a fitted effect of over 65% in size
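Rat TrxR1 (90 nM in the dispensed reagent) was pre-reduced with 400 uM NADPH for 5 min at room temperature, then incubated with compound for 15 min. After 400 uM selenite was added, NADPH fluorescence (Ex 340/Em 450 nm) was followed for 8 min.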
Pin1 inhibitor: blocks the human prolyl isomerase Pin1 | Pin1 FP peptide displacement, HiFluor488, 10 min | hit rate 0.009% among 390,000 | Potency, µM (highest dose often 115 µM), for inactives: at the highest dose activity, negative = inhibition, most hits filed as inhibitors; active = well fitted inhibition curve with a large enough effect in the polarisation, with a control signal flat, not every such curve was filed as active; inconclusive = small, poorly fitted or top-dose-only effect, or effect the other way, or a change in a side signal; inactive = no such curve, though single readings can be large or run the other way; the % refers to the polarisation; also: potency is read from the fitted curve at half-maximal effect; % is scaled to controls: 0 for no effect and ±100 for the full control effect
PI4K2A inh: inhibitors of human PI4K2A; Q9BTU6; purified PI4K2A, ADP-Glo luminescence, 1 h; active compounds read low; activity change, negative = inhibition, % at 76.9 µM; hit rate 0.13% among 420,000; in the data active = activity change below about -50%; inconclusive = mostly about -30% to -49%;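 also: -100% = wells without enzyme as full effect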
Target sequence (Q9BTU6 whole entry, looked up): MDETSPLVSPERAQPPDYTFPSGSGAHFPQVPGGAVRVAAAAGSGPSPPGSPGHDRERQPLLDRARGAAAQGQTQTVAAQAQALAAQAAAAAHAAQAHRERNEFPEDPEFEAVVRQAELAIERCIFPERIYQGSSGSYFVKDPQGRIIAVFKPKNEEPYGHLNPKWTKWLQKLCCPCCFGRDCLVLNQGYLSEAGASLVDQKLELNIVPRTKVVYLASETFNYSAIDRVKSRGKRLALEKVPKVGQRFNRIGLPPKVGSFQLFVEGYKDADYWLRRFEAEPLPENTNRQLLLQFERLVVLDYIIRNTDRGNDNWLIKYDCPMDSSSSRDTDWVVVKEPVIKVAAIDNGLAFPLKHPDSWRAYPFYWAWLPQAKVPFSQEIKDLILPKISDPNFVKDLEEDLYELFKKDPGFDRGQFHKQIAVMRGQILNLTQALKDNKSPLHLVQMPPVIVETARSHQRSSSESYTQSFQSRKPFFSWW
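PI4K2A activity was measured by ADP-Glo luminescence: enzyme (4 ug/mL stock) and phosphatidylinositol (1.2 mM stock) in Tris pH 7.5/MgCl2/EGTA/Triton X-100 buffer were reacted with ATP (300 microM stock) for one hour at ambient temperature.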
Active calls of the source: *; i = inactive; u = inconclusive; x = not tested or not shown; & = joins results of further samples; [ ] = remark or other dose. Unless noted, calls follow the shape of the dose curve; as a rule, active = well fitted curve in the direction sought with a large enough effect; inconclusive = small, poorly fitted or top-dose-only effect, or another doubt; inactive = no such curve, though single readings can be large; an effect the other way counts as inactive or inconclusive. These rows are one share of the data, so the mix of outcomes need not match the whole.

Under each structure: GLS inhibitor, PGK inhibitor, TrxR1 substrate, HP1b binding inh, USP1-UAF1 inh, mIDH1 inhibitor, TrxR1 inh, Pin1 inhibitor, PI4K2A inh
COc1ccc2c(c1)CC(C(=O)Nc1cc(Cl)ccc1C)CO2 (centres undefined)
    -16%, 7%, 4%[57.1 µM], 32%[57 µM], -13%, 15%, 16%[57.1 µM], 1%, -3
COc1cc(NC(=O)c2ccccc2)c(OC)cc1NC(=O)Cc1ccccc1
    1%, i, 6%, 8%, -16%, 0%, 11%[57.1 µM], -4%, 1
Cc1cnc(NC(=O)c2c(Cl)cnn2C)s1
    -5%, -8%, -2%, 32%, -17%, 8%, 18%, -1%, 1
[O-][n+]1c(/C=C/c2ccccc2)ccc2ccccc21
    0%, -15%, 1%, -10%, -24%, 2%, u, -1%, -12
CC(C)=CC(=O)Nc1ccccc1C(N)=O
    -1%, x, 22%, 0%, -10%, 6%, 26%, -4%, 14
CCc1ccccc1NC(=O)Cc1cn(C)c2ccccc12
    1%&5%, -3%, 9%&-7%, 21%&-1%, -21%&-12%, 11%&-6%, 14%&1%, -4%&-11%, -2&-5
COc1ccc(/C=C/C(=O)OCC(=O)N2CCCCCC2)c(OC)c1
    0%, 1%, -13%, 22%, -2%, 0%, -8%, 2%, -1
CC(C)N(C(=O)CSc1nnc(Cc2csc(Nc3ccccc3)n2)o1)C(C)C
    -10%, -2%, 2%, 19%, u, 0%, 17%, -1%, 2
COc1ccc(C(=O)C2CCCN(Cc3c(F)ccc(F)c3F)C2)c(OC)c1 (centres undefined)
    8%, -8%, -8%, 36%, -7%, 14%, 10%, -6%, 0
O=C(/C=C/c1ccccc1)c1ccc2ccccc2c1
    0%, -8%, 15%[57.1 µM], 28%[57 µM], -17%, 2%, 27%[2.29 µM], u, 5
O=S(=O)(NCC1CCCO1)c1ccc(Cl)nc1 (centres undefined)
    2%, -9%, 12%, 22%, -23%, 0%, 22%, -3%, -3
Cc1ccccc1NC(=O)CN1C(=O)S/C(=C\c2ccc(-c3cccc(C(=O)O)c3C)o2)C1=O
    1%, -13%, 0%[57.1 µM], -34%, -8%, 0%, 1%[57.1 µM], 15%, 1
Cc1c(N2CCCC2)cc2c(c1N)C(C)(C)CC2(C)C
    -26%, 6%, 9%[57.1 µM], -35%, -9%, 8%, 6%[57.1 µM], 9%, 2
COc1ccc(C(=O)O/N=C(\N)Cc2ccc(Cl)cc2)cc1OC
    6%, 0%, -4%, 26%, -15%, -6%, 1%, -4%, -10
OCCN1CCN(C(=S)NCCc2ccccc2)CC1
    -6%, 1%, 15%[57.1 µM], 27%, -9%, 9%, -4%, -5%, 5
Cc1cc(OCCOc2cccc3cccnc23)c(C)cc1Cl
    -2%, -4%, 8%[57.1 µM], 49%[activator], -21%, 3%, 15%[57.1 µM], -3%, 0
CON(C)C(=O)CC(CNC(=O)OC(C)(C)C)c1ccc(Cl)cc1 (centres undefined)
    15%, -1%, 7%[57.1 µM], 31%, -19%, -10%, 16%[57.1 µM], -4%, -3
O=C(O)CCCCCCCCCCC1CCC(O)C1O (centres undefined)
    -19%, -8%, -14%, 32%, u, -6%, -14%, 0%, 3
CCn1ncc(CN2CCC(C(=O)Nc3cccc(-c4cccc(F)c4)c3)CC2)c1C
    2%, 10%, -2%, 37%[activator], -2%, -11%, 11%, 6%, 1
COc1ccc(C(CNC(=O)c2cccc(S(=O)(=O)Nc3ccc(F)cc3)c2)N2CCCC2)cc1 (centres undefined)
    23%, 0%, -6%, -3%, -3%, 2%, 0%, 6%, 2
O=C(OCC(=O)N1CCCc2ccccc21)C1CCN(S(=O)(=O)c2cccs2)CC1
    -4%, -1%, 0%[57.1 µM], 38%, -25%, 0%, 2%[57.1 µM], -1%, -6
O=C(COc1ccc2c(c1)oc(=O)c1ccccc12)NCC1CCC(C(=O)O)CC1 (centres undefined)
    7%, i, 314%[activator], -4%, -10%, -11%, 11%, -5%, 3
Cc1cc(C)cc(NC2=NCC(=O)N2Cc2ccccc2)c1
    10%, 4%, -1%, 22%, -16%, 5%, 9%, 3%, -10
COc1ccc(/C=C/C(=O)O)cc1S(=O)(=O)NCC1CCCO1 (centres undefined)
    11%, -2%, -32%, 37%, -9%, 0%, -26%, -15%, 2
CSc1ccc(S(=O)(=O)N2CCC(C(=O)NCc3ccncc3)CC2)cc1
    -8%, i, -8%[57.1 µM], 21%, -17%, 4%, 48%[activator][57.1 µM], -2%, 8
CC(C)OC(=O)NC(c1ccccc1)C(Cl)(Cl)Cl (centres undefined)
    8%, -5%, 6%[57.1 µM], 57%[activator], 1%, 8%, 6%[57.1 µM], u, -2
Cc1ccc(NC(=O)Nc2ccccc2C(=O)NCc2ccccc2)cc1
    3%, -8%, 7%[57.1 µM], 32%, -17%, 6%, 10%[57.1 µM], -2%, 7
COc1ccc(CN2C(=O)C(CC(=O)NCCCN(C)C)CC(C(=O)N(C)C)=C2C)cc1 (centres undefined)
    -8%, -5%, x, x, -15%, -13%, x, x, 3
COc1cc2c(cc1OC)C(/C=C/c1ccco1)=NCC2
    -7%, -7%, -3%[57.1 µM], 26%, -7%, -7%, -33%[57.1 µM], u, -7
Cc1cccc(OCC(=O)N2CCN(C(=O)COc3ccc(Cl)cc3)CC2)c1
    -2%, -7%, 9%[57.1 µM], 2%, -11%, -1%, 16%[57.1 µM], -1%, 1
CCCCOc1ccccc1C(=O)NCCCCCC(=O)O
    7%, 4%, -3%, 56%[activator], -7%, 1%, 5%, -3%, -2
Cn1cc(CCC(=O)NC2CC2)c2ccccc21
    -2%, i, 7%, -5%, -10%, 15%, 18%, -1%, 1
CCn1cc(C(=O)O)c(=O)c2cnc(N3CCN(C(=S)NC(=O)c4ccc(F)c(F)c4)CC3)nc21
    14%, 7%, 4%, 43%[activator], u, 0%, 0%, -8%, -1
O=C(Nc1ccc(CN2CCCCC2)cc1)Nc1ccc(Br)cc1Cl
    12%, 17%, -1%, 23%, -6%, -7%, 4%, 3%, 2
COc1ccc(S(=O)(=O)N2CCCC(C(=O)N3CCOCC3)C2)cc1OC (centres undefined)
    1%, -1%, 2%[57.1 µM], 48%[activator], -11%, -3%, 4%[57.1 µM], 4%, -2
O=C1COc2ccc(S(=O)(=O)N3CCCCC3)cc2N1
    -20%, i, -7%, 39%, -21%, -7%, 5%, 0%, -1
Oc1cccc(C(=S)N2CCC(Cc3ccccc3)CC2)c1
    -20%, i, -7%, u, -26%, 4%, -5%, -5%, 4
COc1ccc(-n2c(=S)[nH]c3cc(C(=O)NCc4cccnc4)ccc3c2=O)cc1
    3%, -3%, -3%, 52%[activator], 4%, -8%, -10%, 0%, 1
O=C(Cn1c2ncccc2c(=O)n1-c1ccccc1)Nc1ccc(Cl)cc1C(F)(F)F
    -2%, i, 19%[57.1 µM], 64%[activator], -4%, 2%, 18%[57.1 µM], 7%, -3
Cc1ccc(S(=O)(=O)NC(CC(=O)NCc2ccco2)c2ccco2)cc1 (centres undefined)
    6%, -7%, 10%[57.1 µM], 10%, 3%, 3%, 4%[57.1 µM], -2%, 2
CCc1ccccc1S(=O)(=O)Cc1ccc(C(=O)NCC2CCCO2)o1 (centres undefined)
    0%, -2%, 1%, 26%, -10%, 4%, -18%, 1%, -1
Cc1ccc(OCc2nnc(SCC(=O)N3CCOCC3)n2C)cc1
    1%, 0%, 4%, 20%, 5%, 0%, 17%, -3%, 4
COCCN(C(=O)CNC(=O)c1ccco1)C(C(=O)NC1CCCCC1)c1cccs1 (centres undefined)
    -12%, -2%, -3%, 57%, -4%, 0%, -13%, 2%, -5
Cc1ccc(S(=O)(=O)NC2CC(C)(C)NC(C)(C)C2)cc1C
    5%, -2%, 1%, 31%, -4%, -4%, 4%, 7%, -3
NS(=O)(=O)c1ccc(N/N=C/c2ccc(C(=O)O)cc2)c([N+](=O)[O-])c1
    3%, -7%, -18%, 31%, -21%, 5%, -10%, -3%, -20
CCN(c1ccccc1)S(=O)(=O)c1ccc(C(=O)NC2CCCCC2)cc1
    -9%, -4%, x, x, -21%, 7%, x, x, 7
O=C(CCCN1C(=O)c2cccc3cccc(c23)C1=O)NCc1ccco1
    1%, -2%, 7%, 65%[activator], -18%, 10%, -8%, 1%, -2
COc1ccc(NC(=O)CC(Cc2ccc(Cl)cc2)C(=O)O)cc1 (centres undefined)
    -6%, x, 3%, 53%[activator], -15%, 21%, 21%, 2%, -2
COc1ccc(Cc2c(N)nc(C)nc2N)cc1
    0%, -6%, -6%, 39%, -17%, -10%, -4%, -9%, 2

Screens deposited in PubChem by National Center for Advancing Translational Sciences (NCATS).
